UBC9 SUMO inh = SUMOylation inhibition | inhibition, % at 35 µM | HTRF SUMOylation assay, SAE1/SAE2 + UBC9, in vitro | P63279 | hit rate 0.36% among 290,000 | AID 2006; in the data active means inhibition above about 50%, passing the limit was not always enough; further: strong numbers were not always called active
Target sequence (P63279 whole entry, looked up): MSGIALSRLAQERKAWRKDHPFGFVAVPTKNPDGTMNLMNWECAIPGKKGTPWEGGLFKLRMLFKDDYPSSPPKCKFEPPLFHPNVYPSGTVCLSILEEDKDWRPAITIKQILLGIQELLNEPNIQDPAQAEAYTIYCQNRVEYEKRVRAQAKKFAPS
IDE act = activators of human insulin-degrading enzyme in cells. P14735. HEK cells, FAbeta-B cleavage, fluorescence polarization; 0% vehicle, 100% cell-free pure enzyme wells. activation, % at 5.96 µM. hit rate 0.073% among 340,000;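 active means activation above the mean of all tested compounds plus 3 SD, set per screening campaign, cut at about 17% in these data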
PHOSPHO1 block = PHOSPHO1 (human) inhibition | recombinant PHOSPHO1, absorbance phosphatase assay | hit rate 1.1% among 290,000 | inhibition, % at 13.3 µM; in the data active means inhibition above about 60%
Target sequence (Q8TCT1 whole entry, looked up): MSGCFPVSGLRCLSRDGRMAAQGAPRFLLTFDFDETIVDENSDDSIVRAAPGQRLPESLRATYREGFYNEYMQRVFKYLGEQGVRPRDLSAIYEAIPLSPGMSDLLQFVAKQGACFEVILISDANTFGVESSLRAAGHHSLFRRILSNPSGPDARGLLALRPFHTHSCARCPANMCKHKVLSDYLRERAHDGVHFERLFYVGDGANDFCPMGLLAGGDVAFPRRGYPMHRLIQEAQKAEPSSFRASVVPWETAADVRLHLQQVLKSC
FID counter = displaces DNA intercalator in HCV helicase counter-screen | AID 1845 | hit rate 0.17% among 290,000 | DNA fluorescent intercalator displacement, fluorescence | inhibition, % at 7.9 µM; in the data active means inhibition above about 37%;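 further: 0% = vehicle and 100% = reference compound; higher means more ethidium bromide displaced from hairpin DNA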
pCIP destab = p/CIP protein destabilization; hit rate 0.01% among 290,000; AID 1984; Q05BA5; decrease of EGFP signal, % at 10 µM; F442A p/CIP-EGFP cells, EGFP fluorescence, 16 h;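 active means EGFP signal decrease of at least 30% at 10 µM or well 3 SD below plate mean, unless failing retest; inactive means the rest, including hits failing retest or dose response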; further: some compounds called inactive have numbers as strong as hits; many of its hits are not listed in these tables
HCV NS3 hel inh = blocks Hepatitis C virus NS3 helicase unwinding; inhibition, % at 10.9 µM; hit rate 0.56% among 290,000; NS3 helicase DNA unwinding, Cy5 molecular beacon fluorescence; AID 1800;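 active means inhibition above the mean of all tested compounds plus 3 SD, set per campaign, cut at about 35% in these data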;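 further: 0% = DMSO wells and 100% = thioflavine S control wells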
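Measured by: Cy5 fluorescence, 0 and 60 min reads / Assay system: NS3 helicase fragment of HCV / Control set: low DMSO, high thioflavine S at 110 µM / Times: 1 h reaction at 25 °C, ATP-initiated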
IMP-1 inh = inhibitors of Pseudomonas aeruginosa IMP-1 metallo-beta-lactamase | purified IMP-1, nitrocefin hydrolysis, epi-absorbance fluorescence | inhibition, % at 5.6 µM | hit rate 0.45% among 290,000;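 active means inhibition above the mean plus 3 SD of all compounds in the same screening run, cut at about 4.5% in these data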;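 further: 0% = IMP-1 with DMSO and 100% = DMSO wells lacking enzyme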
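Material – recombinant IMP-1 enzyme, purified · Amount – IMP-1 0.2 nM before substrate addition · Medium – HEPES buffer pH 7.1 with ZnSO4 and Brij 35 · Timing – 25 °C, 15 min preincubation, 25 min reaction · Measured by – plate fluorescence quenching by hydrolysis product, ex 480/em 530 nm · Read-out – percent enzyme inhibition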
VIM-2 inhibitor = inhibitors of Pseudomonas aeruginosa VIM-2 metallo-beta-lactamase; purified VIM-2, nitrocefin hydrolysis, epi-absorbance fluorescence; inhibition, % at 5.6 µM; hit rate 0.89% among 290,000; AID 1527;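 active means inhibition above the mean of all tested compounds plus 3 SD, cutoff set per screening run, cut at about 7.5% in these data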;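 further: red hydrolysis product quenches plate fluorescence so inhibitors raise well fluorescence; 0% = enzyme with DMSO and 100% = DMSO without enzyme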
MEKK3 PB1 HTS = modulators (inhibitors or enhancers) of MEK5 binding to human MEKK3 PB1 domain; bead-based flow cytometry, Alexa488-MEK5 binding to MEKK3; actives lie on both sides; 0 = blocked by unlabeled MEK5, 100 = vehicle; hit rate 1.4% among 290,000; Q99759; AID 1529; binding response (% of control), % at 10 µM;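 active means binding response more than 3 SD above or below the average of its plate-row segment, actives on both sides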;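 further: Alexa488 bead fluorescence after subtracting the streptavidin-only scavenger bead signal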
Target sequence (Q99759 whole entry, looked up, the tested form may be a part): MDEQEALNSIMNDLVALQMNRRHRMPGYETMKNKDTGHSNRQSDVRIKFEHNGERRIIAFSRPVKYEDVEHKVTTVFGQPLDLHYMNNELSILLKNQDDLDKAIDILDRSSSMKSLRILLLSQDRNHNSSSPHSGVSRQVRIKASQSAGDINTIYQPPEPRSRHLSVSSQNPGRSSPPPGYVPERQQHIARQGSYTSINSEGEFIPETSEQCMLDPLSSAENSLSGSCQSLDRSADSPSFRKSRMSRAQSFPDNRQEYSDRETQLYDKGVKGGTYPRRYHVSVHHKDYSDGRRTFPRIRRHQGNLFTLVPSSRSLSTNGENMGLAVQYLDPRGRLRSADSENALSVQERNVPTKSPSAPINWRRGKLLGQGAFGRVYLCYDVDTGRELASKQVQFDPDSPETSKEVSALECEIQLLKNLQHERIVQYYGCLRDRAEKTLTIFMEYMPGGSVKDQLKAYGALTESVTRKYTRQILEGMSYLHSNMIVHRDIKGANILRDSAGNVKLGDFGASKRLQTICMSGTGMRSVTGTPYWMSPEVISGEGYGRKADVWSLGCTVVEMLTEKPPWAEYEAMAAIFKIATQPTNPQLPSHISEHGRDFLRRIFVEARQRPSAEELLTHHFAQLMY
Numbers without * were called inactive; . = no result given.

structure,UBC9 SUMO inh,IDE act,PHOSPHO1 block,FID counter,pCIP destab,HCV NS3 hel inh,IMP-1 inh,VIM-2 inhibitor,MEKK3 PB1 HTS
COCCCN1C(=O)C(=O)/C(=C(/O)c2ccc(OC(C)C)cc2)C1c1ccc(O)c(OC)c1 (configuration not stated),-4.1,.,-2.3,-23.5,1.7,8.6,-2.0,-1.3,100.0
COCCNC(=O)C(c1ccc(C)cc1)N(C(=O)CCC(=O)Nc1ccccn1)C1CCCCC1 (configuration not stated),3.0,0.6,46.2,-39.1,1.0,-3.6,-0.5,-2.0,99.0
CC(C)Cn1c(-c2ccc(Br)cc2)c[nH]c1=S,-1.7,-10.0,-12.2,-23.1,-0.2,16.7,-4.7,-2.8,109.0
CC(C)CC(=O)Nc1cccc(NC(=O)CC(C)C)n1,-2.1,6.3,8.4,-2.4,1.0,-5.3,-2.5,-4.5,91.0
COc1ccc2c(c1)C=C(CN1CCN(C3CCCC3)C(CCO)C1)CO2 (configuration not stated),6.4,-2.3,23.6,8.8,-7.7,5.3,-0.9,-2.7,.
COc1cccc(OCC(=O)Nc2cc(Cl)ccc2Oc2ccccc2)c1,-27.4,3.4,-18.5,-5.5,3.9,-4.2,-5.4,-0.4,103.0
CC1=CC(C)C2(COC(c3ccc[n+](C)c3)OC2)C(C)C1 (configuration not stated),-1.9,0.5,-4.9,22.0,-20.8,-7.8,-0.5,0.1,98.0
CC(=O)c1cccc(NC(=O)COc2ccccc2C(=O)c2cc(C#N)c(=O)n(C3CCCCC3)c2)c1,13.0,6.9,10.8,-29.8,-4.9,-6.3,0.7,-2.3,93.0
CC1(C)O[C@@H]2C[C@H]3[C@@H]4C[C@H](F)C5=CC(=O)CC[C@]5(C)[C@H]4[C@@H](O)C[C@]3(C)[C@]2(C(=O)CO)O1,6.0,-1.0,-1.4,-17.3,-7.8,-2.2,-2.0,-2.3,90.0
O=C(CO)N/N=C/c1ccc(Cl)cc1,0.2,6.6,30.6,0.0,-6.1,-0.3,-0.2,-2.2,106.0
CCOC(=O)c1nnn(-c2nonc2N)c1CN(C)Cc1ccccc1,2.5,-3.8,7.1,-23.2,0.5,2.3,-0.6,-0.8,109.0
CCc1ccc(N2C(=O)Nc3ccccc3C2(O)C(=O)N2CCN(c3ccccn3)CC2)cc1 (configuration not stated),13.9,-0.1,20.2,10.4,6.2,-8.3,-0.4,-1.2,113.0
O=C(Nc1ccc(N2CCOCC2)c(Cl)c1)c1ccc(Br)o1,32.1,7.8,2.9,-11.3,-4.7,2.9,-2.9,-0.3,107.0
COc1ccc(-n2c(N)c(C(=O)NCc3ccco3)c3nc4ccccc4nc32)c(OC)c1,36.5,3.7,-23.9,-9.3,-9.3,8.2,-3.9,-2.5,102.0
O=C(Nc1ccc(Oc2ccccc2)cc1)C1CC1,12.0,4.9,33.9,5.4,-7.6,-12.6,-1.8,0.9,86.0
C=C(C)COc1ccc(-c2nc(N)nc(C)c2-c2ccc(OC)cc2)c(O)c1,22.6,10.5,-5.0,-4.5,-6.3,-13.3,-0.4,-1.2,81.0
CC(CNCC1CCCO1)COc1cccc2ccccc12 (configuration not stated),-8.2,2.8,10.7,22.4,2.3,-23.2,0.2,0.8,110.0
C=Cn1cc[n+](CC(=O)C(C)(C)C)c1,3.1,0.6,-4.0,-2.7,-11.5,-5.3,-3.8,-4.2,137.0*
CC[C@H]1CN2CCc3cc(OC)c(OC)cc3[C@@H]2C[C@@H]1C[C@H]1NCCc2cc(OC)c(OC)cc21,-5.3,7.0,1.1,16.5,0.6,-8.6,-2.4,-4.8,80.0
O=C(COC(=O)c1ccc2c(c1)OCCO2)Nc1cc(S(=O)(=O)N2CCOCC2)ccc1Cl,2.2,-5.0,28.1,-2.0,-7.1,-9.8,-2.9,-0.8,104.0
CCOC(=O)c1cc(OC(=O)c2ccccc2Br)n(-c2ccccc2)n1,1.1,-2.0,55.8,-24.2,5.6,21.6,0.3,-0.5,101.0
CCOC(=O)c1cc2sccc2n1CC(=O)N1CCCC1,17.4,-1.4,8.7,-3.1,-4.0,6.5,-5.4,-1.6,104.0
O=C(N1CCCCC1)N1CCN(C(c2ccccc2)c2ccccc2)CC1,14.6,1.4,4.2,-23.8,5.8,1.2,-1.0,1.1,106.0
C=CCn1nc([N+](=O)[O-])nc1Sc1cccc2cccnc12,-12.5,-4.1,0.2,2.3,-7.6,-6.9,-3.0,-1.8,95.0
NC(=O)CC(NC(=O)c1cccc(Br)c1)c1ccc(N2CCC(Br)CC2)c([N+](=O)[O-])c1 (configuration not stated),1.5,0.0,-46.8,-11.7,-1.5,14.5,2.6,1.9,94.0
c1ccc(-c2c[n+]3c(n2-c2ccccc2)CCC3)cc1,2.8,5.7,32.7,3.5,-17.5,-2.3,-1.0,-0.5,95.0
CCOC(=O)c1cnc(SC)nc1N,10.9,-2.5,10.8,-0.3,11.6,4.8,-6.2,-3.0,104.0
O=C(COc1ccccc1)NCC(=O)N/N=C/C=C/c1ccccc1,2.5,-4.1,-6.4,-3.3,-14.6,11.7,0.2,-1.8,99.0
N#Cc1nc(COc2ccc(F)cc2)oc1NCCCn1ccnc1,11.5,2.1,33.6,9.4,-3.4,-6.1,-0.7,0.6,102.0
COc1ccccc1C1(O)C(=O)Nc2ccccc21 (configuration not stated),-7.9,-2.3,19.9,1.2,-12.3,13.1,-2.9,-4.1,100.0
COCC1CCCCN1C(=O)c1ccc2nc(Cc3ccc(OC)c(OC)c3)oc2c1 (configuration not stated),1.8,3.7,51.0,-52.5,-24.9,2.5,-3.6,-1.1,102.0
Cc1ccc(O)c(C2=Nc3ccccc3N=C(c3cccs3)C2)c1,22.0,2.2,8.7,-4.0,5.9,-2.0,-1.6,-1.6,100.0
O=C(NC1CCCc2ccccc21)c1cccc(S(=O)(=O)N2CCOCC2)c1 (configuration not stated),3.0,2.9,13.3,-7.5,-11.3,-0.1,-3.9,-5.6,106.0
CCOC(=O)Cc1nn(CCc2ccccn2)c(=O)c2ccccc12,16.9,1.7,12.5,-13.2,-10.9,7.0,-1.1,-3.1,99.0
O=C(c1c(O)c2ccccc2oc1=O)C1CCCCC1,16.9,-1.3,-13.6,-4.0,-6.2,5.7,-2.6,-0.2,103.0
COc1cc(S(=O)(=O)NCCCn2ccnc2)ccc1Cl,-0.3,0.6,.,13.9,5.2,12.5,-0.5,-0.5,103.0
CCc1ccc(NC(=O)C2=CC(c3cccs3)=NS(=O)(=O)N2C)cc1,-16.8,4.6,38.6,1.2,-2.6,10.8,-2.8,-1.5,98.0
CC(c1n[nH]c(=S)n1Cc1ccccc1)N(C)C (configuration not stated),-9.3,2.1,-20.6,-6.7,2.5,-6.3,-4.9,1.9,102.0
COc1cc(-c2cc(C(=O)N3CCN(c4ccccn4)CC3)c3ccccc3n2)cc(OC)c1OC,.,-13.6,.,-36.8,.,-20.2,-0.8,1.4,101.0
O=C(CCc1nnc(C2CCCCC2)o1)N1CCCCC1CCn1cccn1 (configuration not stated),16.4,8.7,-7.9,-29.0,-10.5,-0.7,-2.6,-3.8,101.0
CCOC(=O)N1CCN(c2ccccc2OC)CC1,11.1,5.0,25.4,-4.9,-16.1,-16.5,-3.4,-2.9,99.0
CCC(Sc1n[nH]c(=O)[nH]c1=O)C(=O)OCc1ccccc1 (configuration not stated),15.8,-0.4,8.5,-6.0,-1.9,-0.6,-0.6,1.1,103.0
CCc1nnc(NS(=O)(=O)c2ccc(NC(=S)NC(=O)/C=C/c3ccc(OC)cc3)cc2)s1,19.5,4.5,-16.2,-8.2,1.8,16.0,-3.0,-2.5,99.0
Cc1cc(SCC(=O)Nc2cccc(S(N)(=O)=O)c2)c(C)cc1Br,-6.1,5.0,-0.7,-8.3,10.1,10.2,-2.4,-4.2,102.0
CCCC(C(=O)O)N1C(=O)/C(=C/c2cccn2C)SC1=S (configuration not stated),22.0,-9.6,10.9,-20.1,-21.8,36.4*,-1.8,-0.7,99.0
CCOC(=O)C1(C(F)(F)F)N=C(C(F)(F)F)Nc2ccccc21 (configuration not stated),9.0,1.0,8.5,3.0,-2.1,4.8,-3.4,0.6,106.0
COc1ccc(OC)c(NC(=O)C(=S)NC2CCCCC2)c1,-8.4,1.4,39.4,-9.6,4.0,3.4,-3.1,-1.1,100.0
CCOc1ccccc1N1CCN(Cc2cccc(OC)c2OC)CC1,25.5,2.4,-5.9,6.9,-10.4,-19.9,-0.9,-0.5,91.0
COc1cc(NC(=S)NCCc2c[nH]c3ccccc23)c(OC)cc1Cl,0.1,1.4,-38.5,-0.8,-10.9,0.2,-1.8,-2.0,103.0
C/C(Cn1cnc([N+](=O)[O-])n1)=N/NC(=O)COc1c(Cl)cc(Cl)cc1Cl,-4.5,3.4,0.6,-1.8,6.8,5.8,-2.4,-2.1,102.0

(listing goes on)
structure,UBC9 SUMO inh,IDE act,PHOSPHO1 block,FID counter,pCIP destab,HCV NS3 hel inh,IMP-1 inh,VIM-2 inhibitor,MEKK3 PB1 HTS
COC(=O)c1cn(N(C)c2ncc(C(F)(F)F)cc2Cl)c(=O)c2ccccc12,-9.0,3.6,-7.0,-3.1,-5.6,-4.8,-3.0,-1.8,91.0
C=CCS(=O)(=O)N1CCCC(Cc2ccccc2C)(C(=O)OCC)C1 (configuration not stated),3.4,6.6,24.7,-34.0,-4.7,2.2,2.3,2.4,101.0
CCCN(CCC)c1ncnc2nc[nH]c12,10.8,10.1,-10.0,4.3,-25.2,6.6,-3.5,-2.7,108.0
Cc1ccc(CN2CCC(n3nccc3NC(=O)CCCc3ccccc3)CC2)o1,16.9,3.4,2.6,-4.4,-5.1,-5.2,-1.1,-2.9,98.0
CC(C)CN(C(=O)COC(=O)c1cccn1C)c1c(N)n(Cc2ccccc2)c(=O)[nH]c1=O,7.4,6.1,42.6,-27.0,-17.2,-1.4,-0.4,-3.0,105.0
CCOC(=O)N1CCN(Cc2cc(Cl)c3cccnc3c2O)CC1,-38.3,.,43.6,-1.1,9.0,1.3,-4.5,-4.8,105.0
C#CCOCCOCCOCCNc1nc(N2CCN(C(=O)[C@H](CCCCN)n3cc([C@@H](N)C(C)CC)nn3)CC2)nc(N2CCN(C(=O)[C@H](CCCCN)n3cc([C@@H](N)CC(C)C)nn3)CC2)n1 (some centres not stated),1.3,0.1,21.9,61.8*,-2.2,-59.6,-4.6,-1.7,111.0

Given with two lines to a compound: part of the list above
The line under a structure holds: UBC9 SUMO inh | IDE act | PHOSPHO1 block | FID counter | pCIP destab | HCV NS3 hel inh | IMP-1 inh | VIM-2 inhibitor | MEKK3 PB1 HTS
> COC(=O)c1cn(N(C)c2ncc(C(F)(F)F)cc2Cl)c(=O)c2ccccc12
→ -9.0 | 3.6 | -7.0 | -3.1 | -5.6 | -4.8 | -3.0 | -1.8 | 91.0
> C=CCS(=O)(=O)N1CCCC(Cc2ccccc2C)(C(=O)OCC)C1 (configuration not stated)
→ 3.4 | 6.6 | 24.7 | -34.0 | -4.7 | 2.2 | 2.3 | 2.4 | 101.0

Source: PubChem

The list is partial (hit frequency here may not be typical).
